Screening data: PubChem, National Center for Advancing Translational Sciences (NCATS)
Pol eta inh: inhibitors of human DNA polymerase eta; Potency, µM (top dose mostly 114 µM), for inactives: at the top dose activity change, negative = inhibition, most hits filed as inhibitors; Q9Y253; hit rate 1.2% among 390,000; AID 588591; recombinant Pol eta, fluorescent DNA replication assay; also: % is scaled to controls: 0 for no effect and ±100 for the full control effect
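Pol eta at 10 nM preincubated with compounds 15 min at room temperature; reaction started with fluorescent substrate (50 nM final) and read kinetically at 0 and 10 min.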
Pol kappa inh: inhibitors of human DNA polymerase kappa | AID 588579 | purified Pol kappa, fluorescent DNA synthesis assay, 10 min | Q9UBT6 | hit rate 0.53% among 400,000 | Potency, µM (titrated, usually from 107 µM), for the others: at the highest dose activity, negative = inhibition, hits mostly inhibitors; also: % is scaled to controls: 0 for no effect and ±100 for the full control effect
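First, compounds were pin-transferred onto 10 nM Pol kappa. After 15 min at room temperature, substrate was added to 50 nM final. Fluorescence was then measured kinetically at 0 and 10 min.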
BLM helicase inh: Bloom syndrome helicase (human) inhibition | hit rate 0.2% among 350,000 | recombinant BLM DNA unwinding, fluorescence dequenching | P54132 | Potency, µM (highest dose often 56.1 µM), for the others: at the highest dose activity change, negative = inhibition, actives largely listed as inhibitors | AID 2528;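 also: plate controls were vehicle for no effect and no enzyme for full effect; nearly all actives have a fitted effect of over 35% in size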
POLB inh: DNA polymerase beta (human) inhibition | AID 485314 | P06746 | Pol beta primer extension/strand displacement, fluorescence kinetic | hit rate 1.3% among 340,000 | Potency, µM (highest dose often 114 µM), inactives show top-dose activity change, negative = inhibition, most hits filed as inhibitors; also: % is scaled to controls: 0 for no effect and ±100 for the full control effect
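Homogeneous kinetic assay of primer extension and strand displacement by 10 nM Pol beta, preincubated 15 min at room temperature with compound before 50 nM substrate (final) was added. Read at 0 and 10 min; four-parameter Hill fit.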
BAZ2B block: BAZ2B (human) inhibition; Q9UIF8; AlphaScreen BAZ2B-H3K14Ac peptide displacement; Potency, µM (highest dose often 114 µM), for inactives: at the highest dose activity change, negative = inhibition, most hits filed as inhibitors; hit rate 4.4% among 360,000; AID 504333; also: % is scaled to controls: 0 for no effect and ±100 for the full control effect; nearly all actives have a fitted effect of over 60% in size
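Protein-peptide AlphaScreen: BAZ2B 50 nM, b-H3K14Ac 50 nM, 1x PBS pH 7.4 + 0.01% Tween-20. Preincubation 30 min RT; cpd 30 min RT (top 110 uM); beads 20 min RT, light-protected.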
APEX1 inh: blocks human APE1 abasic DNA cleavage. P27695. Potency, µM (doses to about 65.8 µM), inactives show at the top dose activity change, negative = inhibition, actives largely listed as inhibitors. AID 2517. hit rate 0.35% among 350,000. recombinant APE1, TAMRA/BHQ-2 abasic DNA cleavage fluorescence;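 also: plate controls were vehicle for no effect and reference inhibitor for full effect; nearly all actives have a fitted effect of over 55% in size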
Target sequence (P27695 whole entry, looked up): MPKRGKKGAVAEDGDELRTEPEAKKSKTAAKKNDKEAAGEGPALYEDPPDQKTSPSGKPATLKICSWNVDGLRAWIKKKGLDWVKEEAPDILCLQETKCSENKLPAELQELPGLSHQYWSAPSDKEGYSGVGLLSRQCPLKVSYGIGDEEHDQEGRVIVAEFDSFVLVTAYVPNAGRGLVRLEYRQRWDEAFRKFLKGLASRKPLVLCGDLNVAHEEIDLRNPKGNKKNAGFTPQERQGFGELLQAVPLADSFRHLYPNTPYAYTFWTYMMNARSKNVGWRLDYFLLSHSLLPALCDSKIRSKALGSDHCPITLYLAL
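0.75 nM APE1 + cpd, 15 min RT; start w/ 50 nM TAMRA/BHQ-2 THF-abasic dsDNA; kinetic fluor 525/598 nm ×3 reads @60 s; Δ(read3−read1); normalized to DMSO and NSC13755 control wells.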
G9a inh: inhibitors of human histone lysine methyltransferase G9a | Q96KQ7 | G9a H3K9 monomethylation, AlphaScreen, 2 h | Potency, µM (top dose mostly 102 µM), for inactives: at the highest dose activity, negative = inhibition, most hits filed as inhibitors | hit rate 8.8% among 350,000 | AID 504332; also: % is scaled to controls: 0 for no effect and ±100 for the full control effect; nearly all actives have a fitted effect of over 75% in size
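AlphaScreen read-out: biotin-H3K9 peptide (500 nM) methylation by 20 nM enzyme with 20 uM SAM, 2 h at room temperature after 15 min compound preincubation; anti-monomethyl H3K9 antibody plus donor/acceptor beads, 10 min dark.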
Pol iota inh: DNA polymerase iota (human) inhibition. Q9UNA4. Pol iota fluorescent replication assay, 10 min. Potency, µM (series often up to 115 µM), for the others: top-dose activity, negative = inhibition, most hits filed as inhibitors. hit rate 1% among 390,000. AID 588590
Target sequence (Q9UNA4 whole entry, looked up): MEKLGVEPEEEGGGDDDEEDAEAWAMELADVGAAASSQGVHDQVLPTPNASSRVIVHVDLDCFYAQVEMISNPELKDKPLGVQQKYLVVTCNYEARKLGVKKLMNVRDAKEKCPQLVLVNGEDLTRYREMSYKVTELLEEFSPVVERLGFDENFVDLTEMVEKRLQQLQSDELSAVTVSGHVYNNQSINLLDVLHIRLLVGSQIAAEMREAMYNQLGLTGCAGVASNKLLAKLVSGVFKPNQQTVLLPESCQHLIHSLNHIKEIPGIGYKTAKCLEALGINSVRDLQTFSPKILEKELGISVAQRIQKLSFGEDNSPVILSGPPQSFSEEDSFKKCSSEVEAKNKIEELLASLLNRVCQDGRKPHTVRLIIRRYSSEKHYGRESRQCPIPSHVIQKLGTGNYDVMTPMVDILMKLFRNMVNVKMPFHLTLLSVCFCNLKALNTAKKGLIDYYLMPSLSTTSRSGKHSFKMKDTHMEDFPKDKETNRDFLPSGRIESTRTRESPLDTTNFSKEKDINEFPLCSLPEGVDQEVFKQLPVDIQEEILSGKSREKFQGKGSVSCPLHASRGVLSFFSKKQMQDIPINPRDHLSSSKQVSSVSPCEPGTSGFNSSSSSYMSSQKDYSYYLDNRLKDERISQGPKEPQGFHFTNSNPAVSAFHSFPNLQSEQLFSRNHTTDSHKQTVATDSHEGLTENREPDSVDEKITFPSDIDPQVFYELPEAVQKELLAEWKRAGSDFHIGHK
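Pol iota at 10 nM preincubated 15 min with compounds at room temperature; reaction started with fluorescent substrate, 50 nM final. Fluorescence read kinetically at 0 and 10 min; buffer-only wells as negative control.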
JMJD2A Tudor inh: JMJD2A Tudor domain (human) inhibition. O75164. AlphaScreen JMJD2A-Tudor / H3K4me3 peptide binding. Potency, µM (titrated, usually from 114 µM), for the others: at the highest dose activity change, negative = inhibition, hits mostly inhibitors. hit rate 4.4% among 390,000. AID 504339; also: % is scaled to controls: 0 for no effect and ±100 for the full control effect; nearly all actives have a fitted effect of over 50% in size
* = called active by the depositor; ? = inconclusive; nt = not tested or not shown; & = joins results of further samples; [ ] = remark or other dose. Calls follow the shape of the dose curve; as a rule, active = well fitted curve in the direction sought with a large enough effect; inconclusive = small, poorly fitted or top-dose-only effect, or another doubt; inactive = no such curve, though single readings can be large; an effect the other way counts as inactive or inconclusive. Potency is read from the fitted curve at half-maximal effect. The list is partial. The share of hits here may be higher or lower than overall.

| compound | Pol eta inh | Pol kappa inh | BLM helicase inh | POLB inh | BAZ2B block | APEX1 inh | G9a inh | Pol iota inh | JMJD2A Tudor inh |
| --- | --- | --- | --- | --- | --- | --- | --- | --- | --- |
| Cc1ccccc1N1CCN(C2CCCN(C(=O)c3cnsn3)C2)CC1 (stereo not given) | -21% | -6% | 1% | 4% | -16%[57.1 µM] | 18% | 2% | 41%[activator] | -4% |
| CCN(CC)c1ccc(NC(=O)COc2ccc(C#N)cc2)cc1S(=O)(=O)Nc1ccc(OC)cc1 | -12% | -10% | -7% | 4% | 2% | 7% | ? | 178%[activator] | -20% |
| c1ccc(COc2ccc(OCCCN3CCCC3)cc2)cc1 | ? | -1% | -8% | 12% | 50µM* | 19% | 6.3µM* | 37%[activator] | 20µM* |
| Cc1cccc(NC(=O)c2ccc(NCCO)c([N+](=O)[O-])c2)n1 | -1% | -5% | -4% | 5% | 89µM* | -1% | -16% | 6% | -22% |
| O=C(CCl)Nc1cn(-c2ccccc2)nc1-c1ccc(F)cc1 | -2% | -8% | -17% | -2% | nt | -4% | 5% | 99%[activator] | -11% |
| Cc1oncc1C(=O)Nc1cccc2ccccc12 | -6% | 9% | -2% | -4% | -12% | 10% | -1% | 5% | -2% |
| CCOC(=O)c1sc(NC(=O)CCCCl)nc1C | -19% | -13% | -3% | 7% | 6% | 6% | 50µM* | -1% | 4% |
| Cc1ccc(CN2CCN(CCC(C)C)C(CCO)C2)s1 (stereo not given) | 3% | -9% | 0% | 5% | 8% | 9% | -2% | 13% | -5% |
| CCOc1ccccc1-n1c(COc2ccccc2)nnc1SCC(N)=O | -1% | -10% | -1% | 27% | 6% | 1% | ? | -15% | -2% |
| COc1cccc(-n2c(=O)c3cc(OC)c(OC)cc3n(CC(=O)Nc3ccccc3)c2=O)c1 | -10% | -22% | 5% | -1% | -8% | nt | -23%[59 µM] | -6% | -6% |
| CC(/C=N/NC(=O)c1nnn(-c2nonc2N)c1C(C)C)=C\c1ccccc1 | -14% | 2% | ? | -25% | -18%[57.1 µM] | 3% | 4% | -3% | -20% |
| COc1cc(/C=N/NC(=O)CSc2nc3ccccc3n2C)cc(OC)c1OC | ? | -11% | -5% | 13% | 2% | 0% | 3%[59 µM] | ? | -9%[57.1 µM] |
| Cn1c(=O)n(CC(=O)OCc2ccccc2)c(=O)c2c1nc1n2CCCN1C1CCCCC1 | -3% | -9% | nt | nt | nt | nt | nt | 6% | ? |
| Cc1ccc(C)c(NC(=O)CS(=O)(=O)c2cn(C)c3ccccc23)c1 | -8% | -5% | -11% | 1% | 2% | 3% | 10%[59 µM] | 0% | -3% |
| CC(/C=C/c1cccs1)=C\C(=O)O | -6% | -4% | 1% | 26% | 16% | -4% | -6%[59 µM] | 15% | -27%[57.1 µM] |
| COc1ccc(C(CCN(Cc2ccc(OC)c(OC)c2)C(=O)CCl)c2ccccc2)cc1 (stereo not given) | ? | -7% | -15% | -25% | -10% | 0% | 50µM* | -12% | -29% |
| N/C(=N\S(=O)(=O)c1cccs1)c1ccccc1Cl | -6% | -9% | 1% | -10% | -19% | 81%[activator] | 69%[activator] | -9% | -10% |
| O=C(NCCCN1CCOCC1)c1ccc2c(=O)n(Cc3ccccc3)c(=S)[nH]c2c1 | -9% | -7% | 0% | -21% | -26% | 53% | 50µM* | -17% | -10% |
| CCCCn1c(CN2CCN(c3cccc(Cl)c3)CC2)nc2c1c(=O)[nH]c(=O)n2C | -10% | -12% | -4% | -10% | -26% | -1% | ? | 19% | ? |
| Cc1ccc(NS(=O)(=O)c2ccc(Cl)c(C(=O)Nc3cccc(C(=O)O)c3)c2)cc1 | 4% | -7% | 1% | 9% | 0% | 7% | -5% | -20% | -13% |

Brought forward from above: 2 compounds, then new ones.
| compound | Pol eta inh | Pol kappa inh | BLM helicase inh | POLB inh | BAZ2B block | APEX1 inh | G9a inh | Pol iota inh | JMJD2A Tudor inh |
| --- | --- | --- | --- | --- | --- | --- | --- | --- | --- |
| CCCCn1c(CN2CCN(c3cccc(Cl)c3)CC2)nc2c1c(=O)[nH]c(=O)n2C | -10% | -12% | -4% | -10% | -26% | -1% | ? | 19% | ? |
| Cc1ccc(NS(=O)(=O)c2ccc(Cl)c(C(=O)Nc3cccc(C(=O)O)c3)c2)cc1 | 4% | -7% | 1% | 9% | 0% | 7% | -5% | -20% | -13% |
| CC1(C)Cc2ccccc2-c2nnc(-c3cccc(O)c3)n21 | ? | -9% | -2% | 3% | 2% | -5% | 10%[12.7 µM] | -1% | 2% |
| O=C(Cn1ncc2c3ccccc3n(Cc3ccccc3F)c2c1=O)NCc1ccccc1Cl | -6% | -22% | -4% | 8% | 1% | nt | 2%[59 µM] | 19% | -4% |
| CC[N+](C)(CC)CCC(c1ccccc1)C1CCCCC1 (stereo not given) | -11% | 9% | 4% | 27% | 50µM* | 11% | ? | -19% | ? |
| CCCNC(=O)C(Cc1ccc(F)cc1)NC(=O)c1ccccc1 (stereo not given) | -7% | 9% | nt | nt | -3% | 24% | 7%[0.501 µM] | 12% | -16% |
| O=c1c2ccccc2nnn1Cc1ccccc1 | -9% | -20% | -1% | 50% | 6% | 0% | nt | -2% | 20% |
| Cc1ccccc1NC(=O)CC1SCCNC1=O (stereo not given) | 3% | -7% | 2% | 5% | 7% | 1% | 16%[59 µM] | 6% | -11% |
| COc1ccc(S(=O)(=O)N(CCCN2CCOCC2)Cc2ccc(OC)c(OC)c2)cc1 | -8% | 3% | 0% | 26% | -30% | -1% | ? | -6% | -14% |
| COC(=O)C(NNc1ccccc1)(NC(=O)c1ccc(F)cc1)C(F)(F)F (stereo not given) | -13% | -8% | -3% | 6% | -8% | 0% | 35µM* | 17% | -21% |
| Nc1ccc2c(c1)C(=O)N(c1cccc3ccccc13)C2=O | -10% | -14% | -11% | 6% | 10% | 8% | nt | 67%[activator] | 30% |
| OCC(O)C(O)C(O)CO (stereo not given) | nt | ? | -1%&7% | nt | nt | -2% | -12%[2.33 µM] | nt | nt |
| CC(=O)c1sc(NC(=O)c2cc(=O)c3ccccc3o2)nc1C | -13% | 5% | -6% | -3% | -19% | 5% | 9% | 9% | -13% |
| Cc1ccccc1Cn1nnc2c(=O)[nH]c(C3CCN(C(=O)c4ccc(F)cc4)CC3)nc21 | -14% | -23% | -1% | -2% | 5% | nt | 3%[59 µM] | 23% | -14% |
| O=C(Cn1cncn1)N/N=C/c1cccnc1 | -13% | 0% | -2% | 26% | -2% | 20% | 9%[59 µM] | -9%[58.9 µM] | -12% |
| CC(C)(C)c1ccc(/C=N/NC(=S)NC2CCCCC2)cc1 | -12% | -14% | -9% | ? | -36% | 1% | -11%[59 µM] | 12% | ? |
| O=C(C1=C(O)C(=O)N(Cc2ccco2)C1c1ccccc1)c1cccs1 (stereo not given) | -2% | -8% | -1% | 6% | ? | 0% | ? | 7% | -15%[57.1 µM] |
| COc1cc(OC)c(N(C)S(=O)(=O)c2cccc(C(=O)Nc3nnc(C4CC4)s3)c2)cc1Cl | -16% | 9% | -1% | -1% | -4% | -2% | 3%[12.7 µM] | 31%[activator] | -2% |
| O=C(c1ccccc1F)N1c2ncnn2C2(CCCCC2)[C@@H]2CCCC[C@@H]21 | -18% | 7% | -1% | -12% | ? | nt | 4%[59 µM] | 27% | -14% |
| CCc1nnc(NC(=O)CS(=O)(=O)Cc2ccccc2)s1 | -16% | -6% | 2% | 13% | 3% | 13% | -7% | 3% | -1% |
| N#CCNC1CC(=O)N(c2ccccc2)C1=O (stereo not given) | 6% | -7% | 2% | 1% | 9% | 11% | 15% | -16% | 1% |
| Cc1cc(C)cc(NC(=S)N2CCC(C(=O)c3ccc(F)cc3)CC2)c1 | -2% | 13% | nt | nt | nt | nt | nt | 22% | -14% |
| CCCc1cc(=O)[nH]c(SCC(=O)N2CCN(c3ccc(F)cc3)CC2)n1 | -5% | -2% | 2% | 7% | 4% | 0% | ? | 10% | -11% |
| Cc1cc2n(n1)C(c1ccccc1)Nc1ccccc1-2 (stereo not given) | -5% | -13% | -2% | 3% | -3% | -1% | -15%[59 µM] | 9% | -19% |
| Cc1ccc(NC(=O)C2CCN(S(=O)(=O)c3c(C)noc3C)CC2)cc1C | -18%&-12% | -6%&17% | -3%&-1% | 7%&0% | 2%&-1% | -7% | -31% | 69%&20%[activator] | -15%&1% |
| CC(C)n1c(=N)c(C(=O)NC2CCCCC2)cc2c(=O)n3ccccc3nc21 | 2% | -5% | -2% | 37%[activator] | -2% | nt | -33%[59 µM] | 8% | -19% |
| CCOc1ccccc1NC(=O)C1CCC(=O)N1S(=O)(=O)c1ccc(C)cc1 (stereo not given) | -23% | -4% | 1% | 23% | -11% | 37%[activator] | 6% | 19% | -9% |
| O=C(Cc1cccs1)N/N=C/C=C\c1ccco1 | 50µM* | ? | -15% | ? | -3% | -7% | ? | ? | -25% |
| O=C(O)CC(CC(=O)Nc1ccc(-c2ccccc2)cc1)c1ccccc1 (stereo not given) | -18% | -7% | 2% | 0% | -11% | -21% | -39% | -21% | 10% |
| O=C(O)c1ccc(CSc2nnc(-c3ccccc3Br)o2)cc1 | -18% | 0% | 4% | 16% | 7% | -7% | nt | 20% | -11% |
| Cc1ccc(C(C)C)c(OCC(=O)Nc2ccc(-c3nc4ncccc4o3)cc2C)c1 | 6% | 6% | -9% | 49% | 3% | nt | 7%[59 µM] | -20% | 9% |
| COc1cc(OC)cc(C(=O)N[C@H](C(=O)OCC(=O)Nc2ccc(F)c(F)c2F)C(C)C)c1 | -18% | 0% | -5% | 14% | -6% | -12% | 32%[activator] | 114%[activator] | -14% |
| Cc1ccc(NS(=O)(=O)c2ccc3c(c2)CC(=O)N3)cc1C | 5% | -5% | 0% | 32% | -11% | -8% | nt | -20% | -33%&-20% |
| CC(C)c1nc(N2CCOCC2)c(C#N)c2c1CCC2 | -9% | -12% | -6% | 7% | 1% | 8% | 17%[12.7 µM] | 3% | 54%[activator] |
| Cc1cccc(NC(=O)CNC(=O)c2sc3ccccc3c2Cl)n1 | 1% | -20% | nt | nt | 5% | 1% | -8% | 24% | -15% |
